MEP2-GFP yeast – alters MEP2-GFP fluorescence in TOR pathway yeast screen | S. cerevisiae MEP2-GFP strain, flow cytometry GFP, 3 h; 100% = DMSO control level | GFP response vs DMSO, % at 10 µM | hit rate 0.51% among 330,000 | AID 2016;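 active = GFP response versus DMSO above a set limit, roughly screen mean plus 3 SD, cut at about 180% in these data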;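 also: median GFP fluorescence of the barcode-gated MEP2-GFP cells per well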
procasp3 activ – procaspase-3 (human) activation; recombinant procaspase-3 D3A, Ac-DEVD-pNA absorbance 405 nm; activation, % at 8.5 µM; hit rate 0.11% among 330,000;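 active = activation above the mean of all tested compounds plus 3 SD, cut at about 21% in these data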;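 also: 0% = DMSO alone and 100% = DMSO wells spiked with extra 5 µM PC-3 D3A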
Target sequence (P42574 whole entry D9A/D28A/D175A): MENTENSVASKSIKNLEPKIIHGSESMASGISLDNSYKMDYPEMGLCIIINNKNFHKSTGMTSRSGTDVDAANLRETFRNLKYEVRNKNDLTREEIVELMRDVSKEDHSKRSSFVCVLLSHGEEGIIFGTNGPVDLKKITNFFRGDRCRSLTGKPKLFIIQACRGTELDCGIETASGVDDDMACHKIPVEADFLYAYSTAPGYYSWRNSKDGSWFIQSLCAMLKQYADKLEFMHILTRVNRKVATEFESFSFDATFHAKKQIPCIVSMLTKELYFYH
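Compound: 8.5 µM single point, 0.8% DMSO / Material: Autoprocessing-dead procaspase-3 D3A mutant enzyme / Timing: 1 h preincubation plus 2 h reaction at 25 °C / Medium: Zinc-free HEPES/NaCl buffer with 0.01% Triton X-100 at pH 7.4 / Technique: 405 nm absorbance of p-nitroaniline, reads at 0 and 120 min / Repeats: one well per compound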
procasp7 counter – counter-screen for procaspase-3 activators: activators of human procaspase-7; P55210; recombinant procaspase-7, Ac-DEVD-pNA absorbance 405 nm; D23A/D198A/D206A triple mutant, cannot self-cleave; scale: DMSO 0, 5 µM enzyme 100; activation, % at 8.5 µM; hit rate 0.093% among 330,000; AID 463210;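 active = percent activation above the screen-wide mean plus 3 SD, cut at about 25% in these data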
Target sequence (P55210 whole entry D23A/D198A/D206A): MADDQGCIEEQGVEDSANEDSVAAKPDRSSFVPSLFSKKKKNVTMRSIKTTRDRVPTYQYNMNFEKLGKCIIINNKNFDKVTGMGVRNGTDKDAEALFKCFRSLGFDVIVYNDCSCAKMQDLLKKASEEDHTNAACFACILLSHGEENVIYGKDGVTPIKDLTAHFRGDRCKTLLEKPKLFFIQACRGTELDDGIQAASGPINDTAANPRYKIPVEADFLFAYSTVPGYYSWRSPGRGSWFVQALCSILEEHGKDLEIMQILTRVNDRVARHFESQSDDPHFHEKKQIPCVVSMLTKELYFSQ
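Material: Procaspase-7 triple mutant (PC-7 D3A) | Quantity: 2 µM procaspase-7 mutant as dispensed | Reagent: DEVD-pNA substrate | Times: 1 h preincubation, 2 h reaction | Technique: 405 nm absorbance of p-nitroaniline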
RPL19A TOR yeast – yeast TOR pathway RPL19A-GFP modulation. hit rate 0.3% among 330,000. percent response vs DMSO, % at 10 µM. S. cerevisiae RPL19A-GFP strain, flow cytometry, 3 h; active compounds read low. AID 2025;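 active = percent response vs DMSO below 50%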;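 also: median channel GFP fluorescence of the barcoded RPL19A-GFP strain; ratio of sample median GFP to plate DMSO average so 100% = DMSO; lower means less RPL19A-GFP as with rapamycin TOR inhibition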
LAP4 TOR yeast – modulators of TOR pathway LAP4-GFP in S. cerevisiae; AID 2023; GFP response vs DMSO, % at 10 µM; hit rate 0.34% among 320,000; S. cerevisiae LAP4-GFP multiplex, flow cytometry GFP, 3 h; median GFP as percent of DMSO wells;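 active = GFP response vs DMSO above a set limit, about the screen mean plus 3 SD, cut at about 150% in these data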
Yeast superoxide – caloric restriction mimetics inhibiting age-related superoxide in yeast. S. cerevisiae aged cells, superoxide DHE fluorescence; active compounds read low. superoxide response (% of plate mean), % at 10 µM. hit rate 0.18% among 330,000;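 active = superoxide response under a set limit, about three screen SD below normal, cut at about 65% in these data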;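 also: yeast aged for seven days with compound at 30 °C before DHE staining; 100% = average MFI of all compound-treated wells on the plate with controls excluded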
AHR activator – activators of human aryl hydrocarbon receptor; P35869; AHR-responsive luciferase reporter cells, luminescence; activation, % at 5 µM; hit rate 2.5% among 320,000; in the data active = activation above about 47%;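 also: 0% = vehicle wells and 100% = reference agonist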
GASC-1 inh – inhibitors of human GASC-1 (JMJD2C) demethylase; GST-JMJD2C(1-420) H3K9me3 demethylation, DELFIA europium; hit rate 0.069% among 330,000; inhibition, % at 2.35 µM; Q9H3R0;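 active = more than half of a compound's replicate wells show inhibition beyond 50%, single wells judged on their own value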;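 also: signal counts dimethyl H3K9 product captured on neutravidin plate; 0% = median of DMSO wells and 100% = 0.3 times that DMSO median; strong numbers were not always called active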
Target sequence (Q9H3R0 1-420 limits assumed): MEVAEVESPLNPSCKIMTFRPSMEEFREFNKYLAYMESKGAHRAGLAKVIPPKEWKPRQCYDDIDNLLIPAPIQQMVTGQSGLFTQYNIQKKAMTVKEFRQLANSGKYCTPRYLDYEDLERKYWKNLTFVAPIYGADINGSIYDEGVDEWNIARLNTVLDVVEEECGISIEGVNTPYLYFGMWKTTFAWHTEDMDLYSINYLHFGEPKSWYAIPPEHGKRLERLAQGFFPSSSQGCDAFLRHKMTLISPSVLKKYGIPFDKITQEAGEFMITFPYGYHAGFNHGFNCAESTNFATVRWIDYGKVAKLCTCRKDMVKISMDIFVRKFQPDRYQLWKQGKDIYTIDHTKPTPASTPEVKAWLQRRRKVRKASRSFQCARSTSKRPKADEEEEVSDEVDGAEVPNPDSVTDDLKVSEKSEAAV
* hit, by the source's call; i = inactive; . = no result given; & = joins results of further samples; [ ] = dose if it differs, or a comment.

SMILES	MEP2-GFP yeast	procasp3 activ	procasp7 counter	RPL19A TOR yeast	LAP4 TOR yeast	Yeast superoxide	AHR activator	GASC-1 inh
COc1ccc(N(CCC(=O)O)S(=O)(=O)c2ccc(C)cc2C)cc1	101	1	2	98	102	82	1	10
Cc1nn(C)c(C(=O)NNC(=S)NCC(C)C)c1Cl	103	0	2	99	96	107	3	8
Cn1cccc1C(=O)C(=O)Nc1ccc(F)c(F)c1	93[may fluoresce violet]	-8	5	47*[may fluoresce violet]	125[may fluoresce violet]	97	-6	-3
O=C(c1ccc(=O)oc1)N1CCOCC1	100	2	10	96	110	97	-2	26
N#Cc1ccc(NC(=O)C2CC(c3ccc(F)cc3)=NO2)cc1 (centres undefined)	102	2	2	96	109	103	0	-5
COC(=O)CCCC1=CC2=CC(=O)C(C)(OC(=O)c3cccs3)C(=O)C2=CN1Cc1ccccc1 (centres undefined)	101	4	-3	106	114	96	-1	-1
O=C(NC1CCCCC1)C1CCC(=O)N(Cc2cccc(C(F)(F)F)c2)C1 (centres undefined)	79	6	-1	96	65	102	0	7
CC1(CCC(=O)N2CCCC(Nc3ccc(F)cc3)C2)CC1 (centres undefined)	95	4	2	104	91	95	4	0
Cc1cc(NC(=O)c2ccc(F)cc2)ccc1NC(=O)c1ccco1	104	-2	3	105	103	87	-17	2
N/C(=N\OC(=O)Cc1ccc([N+](=O)[O-])cc1)c1ccc([N+](=O)[O-])cc1	106	3	12	105	108	85	7	-2

Only GASC-1 inh and procasp3 activ, for 7 of the compounds above:
Molecule | GASC-1 inh | procasp3 activ
Cn1cccc1C(=O)C(=O)Nc1ccc(F)c(F)c1 | -3 | -8
O=C(c1ccc(=O)oc1)N1CCOCC1 | 26 | 2
N#Cc1ccc(NC(=O)C2CC(c3ccc(F)cc3)=NO2)cc1 (centres undefined) | -5 | 2
COC(=O)CCCC1=CC2=CC(=O)C(C)(OC(=O)c3cccs3)C(=O)C2=CN1Cc1ccccc1 (centres undefined) | -1 | 4
O=C(NC1CCCCC1)C1CCC(=O)N(Cc2cccc(C(F)(F)F)c2)C1 (centres undefined) | 7 | 6
CC1(CCC(=O)N2CCCC(Nc3ccc(F)cc3)C2)CC1 (centres undefined) | 0 | 4
Cc1cc(NC(=O)c2ccc(F)cc2)ccc1NC(=O)c1ccco1 | 2 | -2

The list goes on:
SMILES	MEP2-GFP yeast	procasp3 activ	procasp7 counter	RPL19A TOR yeast	LAP4 TOR yeast	Yeast superoxide	AHR activator	GASC-1 inh
Clc1ccc(-c2nnc3sc(-c4ccc(Br)o4)nn23)cc1	99	2	1	99	95	104	61*	-13
COc1ccc(C2C(C#N)C(C#N)N3CCCN23)cc1 (centres undefined)	98	0	-13	99	96	102	1	-2
O=C(Nc1cccc(NC(=O)C2CCCO2)c1)c1ccco1 (centres undefined)	102	0	-11	102	91	99	5	-16
COCCCN(C(C)=O)c1nc(-c2ccccc2)cs1	103	-5	-7	93	98	108	4	12
COc1ccc(-c2nc(CN3CCN(c4cc(C)nc(C)c4)CC3)c(C)o2)c2ccccc12	102	6	2	95	95	91	4	8
COc1ccc(CCNC(=O)C2CCN(S(=O)(=O)N3CC(C)CC(C)C3)CC2)cc1OC (centres undefined)	93	8	6	114	79	95	1	9
O=[N+]([O-])c1ccc(-c2ccc(/C=N/O)o2)cc1	93	-5	-11	91	111	71	6	16
COc1ccc(CNC(=O)CN2C(=O)C(C)N(c3ccc(C)cc3)C2=O)cc1 (centres undefined)	108	-4	5	105	104	101	0	-14
c1cnc(Nc2nc(-c3ccc4ccccc4c3)cs2)nc1	102	-2	-2	96	102	91	0	35
O=C(NCCOc1ccccc1)c1ccc2n[nH]nc2c1	93	-5	-8	89	93	116	3	-11
O=C1N=C(N2CCN(c3ccccc3)CC2)S/C1=C/c1cccs1	103	3	1	102	104	104	4	-1
CN/N=C/c1ccc(C#N)cc1	98	7	3	98	95	95	3	-2
CO[C@H]1C=CO[C@@]2(C)Oc3c(C)c(O)c4c(O)c(c5c(c4c3C2=O)NC2(CCN(CC(C)C)CC2)N=5)=NC(=O)C(C)=CC=C[C@H](C)[C@H](O)[C@@H](C)[C@@H](O)[C@@H](C)[C@H](OC(C)=O)[C@@H]1C	94	-1	7	96	102	62*	2	-22
O=C(O)c1ccc(N2CCCCC2)cc1	95	7	-3	95	106	89	-2	-16
NC(=O)CN(c1ccc([N+](=O)[O-])cc1)S(=O)(=O)c1ccccc1	94	10	9	101	99	103	-4	3
CC(C)NC(=O)Nc1ccc2c(c1)C(=O)N([C@H](C)CO)C[C@@H](C)[C@@H](CN(C)C(=O)NC1CCCCC1)O2	.	2	7	.	.	127	1	42
COc1ccc2nc3n(c(=O)c2c1)-c1ccc(Cl)cc1C(=O)NC3Cc1ccccc1 (centres undefined)	96	-2	4	99	107	81	2	.
COc1ccc(NC(=O)CC(C)n2ccnc2)cc1 (centres undefined)	107	-2	6	107	108	97	7	-5
CC1CCN(S(=O)(=O)N2CCC(C(=O)NCCC3=CCCCC3)CC2)CC1	98	2	4	95	111	94	-1	-4
O=C(C(Cl)c1ccccc1)N1CCCC1 (centres undefined)	108	-2	-2	101	91	90	-1	6
COC(=O)C(Cc1ccccc1)NC(=O)c1ccc(NS(=O)(=O)c2ccc3[nH]c(=O)[nH]c3c2)cc1 (centres undefined)	106	10	-13	104	106	81	1	-4
O=C(NC1CCCCC1)c1cccc2c1C(=O)c1ccc(N3CCC(Cc4ccccc4)CC3)cc1S2(=O)=O	98	-13	-11	99	93	126	4	7
CCCn1c(CCC(=O)Nc2ccccc2Cc2ccccc2)nc2cc(S(=O)(=O)N3CCOCC3)ccc21	89	-3	-1	94	92	99	1	-2
COC(=O)c1c(C)[nH]c(C(=O)/C=C/c2cccc(Cl)c2)c1C	101	3	10	109	85	96	8	4
CC1(C)Cc2nc3oc4c(=S)nc[nH]c4c3cc2CO1	93	-4	-2	87	92	93	-2	0
C/C(CC(=O)NCc1ccco1)=N\NC(=O)COc1ccc(C)cc1	100	-5	5	103	90	118	3	1
CCCC12CN3CCN(CC(C3)/C1=N\NC(=O)c1ccc(F)cc1)C2	114	-2	3	103	109	89	14	9
O=C(O)c1ccc(N=NN2CCCCCC2)cc1	111	-9	-15	111	120	67	2	16
CC1=C(C(=O)Nc2cccnc2)C(c2cccnc2)n2nc(-c3cccs3)nc2N1 (centres undefined)	97	-4	3	97	99	98	1	-1
COc1ccc2cc(C3(C)NC(=O)N(CC(=O)NCc4ccco4)C3=O)ccc2c1 (centres undefined)	97	-4	2	98	99	98	-1	0
O=C(Nc1cnn(C23CC4CC(CC(C4)C2)C3)c1)c1cc(-c2ccccc2)on1	95	-4	1	98	99	90	-2	7
COc1cc(NC(=O)C2CCCCC2)c(OC)cc1NC(=O)CN1CCCCC1	249*[may fluoresce violet]	-2	13	58[may fluoresce violet]	84[may fluoresce violet]	101	2	-12
Cc1ccc(S(=O)(=O)Nc2ccccc2F)cc1C(=O)NCc1ccco1	109	4	2	90	113	82	1	.
Cc1nn(CC(=O)N2CCC(N3CCCCC3)CC2)c(=O)c2c1sc1ccccc12	100	3	17	103	99	100	0	-5
C(=N\Nc1nc(Nc2ccccc2)nc(Nc2ccccc2)n1)/c1ccncc1	109	-1	12	99	97	101	28	1
CCCCc1c(C)nc2cc(-c3ccco3)[nH]n2c1=O	110	2	-10	102	103	115	11	3
COc1ccccc1-n1ccnc1SCC(=O)NCc1ccco1	108	-2	5	101	99	88	0	3
CCc1nnc(NS(=O)(=O)c2ccc(N3C(=O)c4ccccc4C3=O)cc2)s1	107	0	1	106	96	103	2	6
NC(=O)CSc1cn(Cc2ccccc2)c2ccccc12	97	9	-3	101	99	121	2	8
Cc1cc(C)c2c(CCl)cc(=O)oc2c1	102	10	-2	104	.	78	0	12

Look-ups from the list:
Reading for O=C(NC1CCCCC1)c1cccc2c1C(=O)c1ccc(N3CCC(Cc4ccccc4)CC3)cc1S2(=O)=O in procasp7 counter: -11
Reading for COc1ccc(CNC(=O)CN2C(=O)C(C)N(c3ccc(C)cc3)C2=O)cc1 (centres undefined) in MEP2-GFP yeast: 108
Reading for CCCC12CN3CCN(CC(C3)/C1=N\NC(=O)c1ccc(F)cc1)C2 in RPL19A TOR yeast: 103
Reading for CCc1nnc(NS(=O)(=O)c2ccc(N3C(=O)c4ccccc4C3=O)cc2)s1 in RPL19A TOR yeast: 106

Returning to the listing with the 3 entries that preceded the break.
SMILES	MEP2-GFP yeast	procasp3 activ	procasp7 counter	RPL19A TOR yeast	LAP4 TOR yeast	Yeast superoxide	AHR activator	GASC-1 inh
CCc1nnc(NS(=O)(=O)c2ccc(N3C(=O)c4ccccc4C3=O)cc2)s1	107	0	1	106	96	103	2	6
NC(=O)CSc1cn(Cc2ccccc2)c2ccccc12	97	9	-3	101	99	121	2	8
Cc1cc(C)c2c(CCl)cc(=O)oc2c1	102	10	-2	104	.	78	0	12
CC(C)c1ccc(NC(=O)c2cc(S(=O)(=O)NCC3COc4ccccc4O3)ccc2F)cc1 (centres undefined)	110	7	-2	106	96	117	8	-6
CC(C)C(=O)Nc1ccccc1N1CCN(S(C)(=O)=O)CC1	93	5	-2	97	92	84	0	-1
O=C(NC1CCCC1)C1CCCN1S(=O)(=O)c1cccc2cccnc12 (centres undefined)	99	8	-1	91	88	104	1	i
c1ccc(CSc2nnc3c4ccccc4c4ccccc4c3n2)cc1	95	-1	6	92	92	94	34	-11
CCn1c2ccccc2c2nc3cc(OC)c(OC)cc3nc21	98	-8	-16	91	148	107	115*	-14
COc1ccc(S(=O)(=O)N2Cc3ccccc3CC2C(=O)N2CCOCC2)cc1OC (centres undefined)	111	10	4	93	.	91	-2	-17&-1
CCOc1ccccc1NS(=O)(=O)c1ccc2oc(=O)ccc2c1	104	3	-5	103	98	94	-1	-10
Cc1ccc(C(=O)NCC(=O)NCc2ccccc2F)s1	97	7	-1	95	106	89	2	-5
COc1ccc(C(=O)N2CCCCCC2)cc1OC1CCN(C(C)=O)CC1	103	1	-3	100	101	101	0	5
O=C(CC1CCCC1)Nc1ccc(Cl)c(S(=O)(=O)N2CCOCC2)c1	97	12	1	95	100	108	0	7
COc1ccc(S(=O)(=O)NCc2ccc(C(=O)N3CCN(c4ccccn4)CC3)cc2)cc1	107	-1	-3	105	118	98	14	-4
Cc1cnc(C(=O)N2CCCC(C(=O)c3ccc(Cl)cc3C)C2)cn1 (centres undefined)	94	0	5	94	100	117	0	-9

From PubChem
